Source: PubChem (National Center for Advancing Translational Sciences (NCATS))
GFP derepression – qHTS Assay for Epigenetic Modulators | Potency, µM (highest dose often 46.1 µM), for inactives: top-dose GFP derepression (activation) | 0.09% of 68,000 active | mouse C127i GFP locus derepression, cytometry, 30 h; further: % of control where 0% means no effect
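Read-out is the number of GFP-positive cells, scored as fluorescent objects 20 to 120 um wide, reflecting derepression of a silenced CMV-GFP reporter in murine C127i cells after 30 h compound exposure at 37 C.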
ERK AVP inh – qHTS Assay for Inhibitors of the ERK Signaling Pathway using a Homogeneous Screening Assay; HEK293-V1b, vasopressin-stimulated pERK AlphaScreen; Potency, µM (doses to about 57.5 µM), without a hit: at the highest dose activity, negative = inhibition, hits mostly inhibitors; 0.99% of 72,000 active; AID 995, 2007; further: potency means the concentration at half of the fitted maximal effect; on the % scale 0 is the no-effect control and ±100 the full control effect; nearly all actives have a fitted effect of over 55% in size
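V1b-HEK293 cells; cpd 30 min 37C; 25 nM vasopressin 5 min; lyse 10 min; AlphaScreen beads 5 hr RT. Normalized to DMSO basal and 25 nM vasopressin; AC50 by Hill fit.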
Tau filament bind – qHTS Assay for Tau Filament Binding; Microtubule-associated protein tau (Homo sapiens), P10636; recombinant tau filaments, thioflavin S fluorescence, 15 h; filaments grown with octadecylsulfate alongside compound; Potency, µM (highest dose often 57.1 µM), for inactives: top-dose activity change, negative = inhibition; 2% of 71,000 active; AID 596, 2007;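 further: potency means the concentration at half of the fitted maximal effect; on the % scale 0 is the no-effect control and ±100 the full control effect; actives lower thioflavin S fluorescence by blocking filaments or displacing dye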
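Tau 2 uM in ThS buffer dispensed; compound added; 60 uM ODS added (finals 1 uM tau, 30 uM ODS); 15 h 37 C; fluor ex450/em510.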
Luciferase inh – qHTS Assay for Inhibitors of Firefly Luciferase | purified firefly luciferase, luminescence, 8 min | 2.2% of 72,000 active | Potency, µM (highest dose often 57.1 µM), without a hit: top-dose activity change, negative = inhibition, usual class: inhibitors; further: potency means the concentration at half of the fitted maximal effect; on the % scale 0 is the no-effect control and ±100 the full control effect; nearly all actives have a fitted effect of over 40% in size
Target sequence (P08659 whole entry, looked up): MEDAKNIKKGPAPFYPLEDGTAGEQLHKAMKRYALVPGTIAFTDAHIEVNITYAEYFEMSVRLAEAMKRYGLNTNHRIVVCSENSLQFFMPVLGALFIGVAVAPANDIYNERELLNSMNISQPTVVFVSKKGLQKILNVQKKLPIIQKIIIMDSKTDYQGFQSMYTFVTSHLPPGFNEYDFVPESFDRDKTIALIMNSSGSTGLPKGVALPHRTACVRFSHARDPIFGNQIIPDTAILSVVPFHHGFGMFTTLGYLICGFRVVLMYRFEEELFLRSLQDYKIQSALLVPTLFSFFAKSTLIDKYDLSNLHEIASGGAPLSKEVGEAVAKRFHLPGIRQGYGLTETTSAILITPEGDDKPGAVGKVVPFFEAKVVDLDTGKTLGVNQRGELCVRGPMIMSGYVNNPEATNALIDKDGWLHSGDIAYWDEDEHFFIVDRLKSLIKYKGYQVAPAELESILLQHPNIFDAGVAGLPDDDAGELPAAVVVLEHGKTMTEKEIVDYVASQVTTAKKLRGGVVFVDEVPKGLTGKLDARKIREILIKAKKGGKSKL
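Substrate buffer containing 10 uM ATP (pH 7.2 imidazole, Mg2+, KCl, detergent, BSA) is dispensed, compound pinned in, then luciferase/luciferin detector mix added. After 8 min at ambient temperature, light output is measured.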
CRE-bla Fsk – Cell signaling CRE-BLA (Fsk stim); CHO CRE-bla reporter (cAMP response element driving beta-lactamase), forskolin EC10, beta-lactamase ratio; Potency, µM (top dose mostly 38.2 µM), for the others: top-dose activity change, negative = inhibition, usual class: activators; 2.5% of 71,000 active; active means well fitted activation curve with a large enough effect in the signal ratio, with a control signal flat, not every such curve was filed as active; inconclusive means small, poorly fitted or top-dose-only effect, or effect the other way, or a change in a side signal; the % refers to the signal ratio; further: potency means the concentration at half of the fitted maximal effect; % of control where 0% means no effect
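Using CellSensor CRE-bla CHO cells in Opti-MEM with 0.5% dialyzed FBS, compounds were titrated with EC10 NKH 477 for 3 h at 37 °C. CCF4 ratio (460/530 nm) gave %Activity; AC50 derived.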
HADH2 inhib – qHTS Assay for Inhibitors of HADH2 (Hydroxyacyl-Coenzyme A Dehydrogenase, Type II). 3-hydroxyacyl-CoA dehydrogenase type-2 (Homo sapiens), Q99714. recombinant HADH2, NADH fluorescence, beta-hydroxybutyryl-CoA. Potency, µM (highest dose often 57.1 µM), for the others: at the top dose activity change, negative = inhibition, most hits filed as inhibitors. 3.4% of 73,000 active. AID 886, 2007; further: potency means the concentration at half of the fitted maximal effect; on the % scale 0 is the no-effect control and ±100 the full control effect; nearly all actives have a fitted effect of over 60% in size; many of its hits are not listed in these tables
Target sequence (Q99714 whole entry, looked up, one chain of several): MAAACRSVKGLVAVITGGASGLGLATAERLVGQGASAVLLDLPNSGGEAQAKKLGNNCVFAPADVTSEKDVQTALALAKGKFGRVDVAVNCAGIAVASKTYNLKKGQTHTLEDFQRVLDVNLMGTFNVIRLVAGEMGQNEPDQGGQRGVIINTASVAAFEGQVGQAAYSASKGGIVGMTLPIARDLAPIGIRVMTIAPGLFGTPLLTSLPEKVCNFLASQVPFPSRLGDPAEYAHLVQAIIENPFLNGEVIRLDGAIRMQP
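His-tagged recombinant enzyme from E. coli, 20 nM, preincubated 15 min RT with compound; reaction started with 1 mM NAD+ and 90 uM beta-hydroxybutyryl-CoA in 100 mM Tris-HCl pH 9.0. NADH fluorescence (ex 360/em 450) read over 4 min; last-minus-first difference.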
Hsp90 Hop PPI – qHTS Assay for Disrupters of an Hsp90 Co-Chaperone Interaction; Hsp90 C-terminal peptide / TPR2A (Hop) interaction, human; AlphaScreen TPR2A-His6 binding biotin-Hsp90 C-terminal peptide; Potency, µM (highest dose often 57 µM), for the others: at the highest dose activity change, negative = inhibition; 0.44% of 71,000 active; active means well fitted curve in either direction with a large enough effect; inconclusive means small, poorly fitted or top-dose-only effect, or another doubt; further: potency means the concentration at half of the fitted maximal effect; on the % scale 0 is the no-effect control and ±100 the full control effect; many of its hits are not listed in these tables
ALOX15 inhib – qHTS Assay for Inhibitors of 15-hLO (15-human lipoxygenase); purified 15hLO-1, xylenol orange hydroperoxide absorbance; Potency, µM (highest dose often 57.1 µM), inactives show top-dose activity change, negative = inhibition, actives largely listed as inhibitors; 1.4% of 74,000 active; AID 887, 2007; further: potency means the concentration at half of the fitted maximal effect; on the % scale 0 is the no-effect control and ±100 the full control effect; nearly all actives have a fitted effect of over 55% in size
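Quantitative HTS in 25 mM Hepes pH 7.5 containing 0.01% Triton X-100: human 15hLO-1 at 40 nM, arachidonic acid at 50 uM, 6 min turnover. Product quantified via ferrous oxidation/xylenol orange, 573:405 nm absorbance ratio.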
HBB splice mod – qHTS Assay for Modulators of Hemoglobin Beta Chain Splicing. HBB splicing reporter cell assay, activation; EGFP reporter with mutant IVS2-654 intron; response scale: normalised to 500 nM splice-correcting PNA. Potency, µM (series often up to 46.1 µM), for inactives: at the highest dose activation, most hits filed as activators. 0.06% of 65,000 active. AID 925, 2007; further: potency means the concentration at half of the fitted maximal effect; 0% is about no effect
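HeLa cells stably expressing EGFP interrupted by mutant beta-globin intron 2 (IVS2-654), 500/well in 2% FCS. Treated with compound for 2 days at 37C. Splicing correction scored as total well GFP intensity (488 nm excitation, 500-520 nm emission); 500 nM antisense PNA served as control.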
Pol III holo inh – qHTS Assay for Inhibitors of DNA Polymerase III Holoenzyme System. Potency, µM (titrated, usually from 57.1 µM), without a hit: top-dose activity change, negative = inhibition. 0.25% of 71,000 active. reconstituted DNA polymerase III holoenzyme replication, biochemical; further: potency means the concentration at half of the fitted maximal effect; on the % scale 0 is the no-effect control and ±100 the full control effect
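Reconstituted *E. coli* holoenzyme (0.35 nM Pol III, 1 nM beta, 154 nM SSB, 2 nM primase) was preincubated with compound for 15 min at RT. Synthesis on 1.4 nM ssM13Gori ran 35 min, then was stopped with PicoGreen/EDTA and read as dsDNA fluorescence.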
Ub-GFP proteasome – Ubiquitin-GFP Assay; Ubiquitin-GFP reporter cells, proteasome inhibition, GFP fluorescence; response scale: untreated = 0%, 10 µM MG-132 = 100%; AID 526, 2006; 67,000 tested, under 10 active; Potency, µM (highest dose often 45.9 µM), for the others: at the top dose activation (GFP accumulation), most hits filed as activators; active means well fitted activation curve with a large enough effect, not every such curve was filed as active; inconclusive means small, poorly fitted or top-dose-only effect, or another doubt; inactive means no such curve, though single readings can be large or run the other way; further: potency means the concentration at half of the fitted maximal effect
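Reporter cells (U2OS, ubiquitin-G76V-GFP fusion) are plated overnight, then treated 4 hr at 37 °C with compound titrations from 46 uM down to 2.9 nM. Activity is scaled against untreated cells and 10 uM MG-132.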
An asterisk follows results filed as active; ? = inconclusive; . = no result given; [ ] = another dose, or the depositor's remark. Unless noted, the call rests on the fitted dose curve; in most records, active means well fitted curve in the direction sought with a large enough effect; inconclusive means small, poorly fitted or top-dose-only effect, or another doubt; inactive means no such curve, though single readings can be large; an effect the other way counts as inactive or inconclusive. Some of the compounds tested; rates above refer to the full screens.

SMILES	GFP derepression	ERK AVP inh	Tau filament bind	Luciferase inh	CRE-bla Fsk	HADH2 inhib	Hsp90 Hop PPI	ALOX15 inhib	HBB splice mod	Pol III holo inh	Ub-GFP proteasome
CCC(=O)N1CCc2cc(S(=O)(=O)CCC(=O)N3CCc4ccccc4C3)ccc21	-1%	4%	0%	2%	-1%	8%	-1%	1%	1.1%	-9%	16%
CCOC(=O)c1ccc(NC(=O)N2CC(C)OC(C)C2)cc1 (centres undefined)	2%	-10%	13%	1%	-4%	5%	0%	-5%	-2.5%	0%	-7%
CCC(=O)N1CCc2cc(OC)c(OC)cc2C1COc1ccc(C(=O)OC)cc1 (centres undefined)	9%	?	12%	-10%	4µM*	-5%	-6%	-4%	-4.7%[0.369 µM]	-5%	1%
CC1CCCC(NC(=O)CC2Nc3ccccc3NC2=O)C1C (centres undefined)	4%	6%	-10%	0%	?	9%	1%	-10%	-0.1%	-7%	-7%
c1coc(-c2nc3nc4ccccc4nc3n2CC2CCCO2)c1 (centres undefined)	0%	-28%	-7%	-4%	?	3.2µM*	-17%	?	?	-11%	-5%
CCOC(=O)c1cnc(SCC(=O)Nc2cc(OC)cc(OC)c2)nc1N	1%	-18%	5%	-1%	18%	11%	2%	-5%	.	0%	-4%
CCOC(=O)C1CCCN(C(=O)Cn2nc(Cc3cccnc3)c3ccccc3c2=O)C1 (centres undefined)	.	-8%	-5%	5%	2%	10%	-4%[2.3 µM]	7%	-0.2%	-4%	10%
Cc1cccc(N2CCN(C(=O)COc3cc(=O)n(C)c4ccccc34)CC2C)c1 (centres undefined)	2%	28%	-15%	0%	13%	3%	?	7%	5.0%	0%	-3%
Cc1nc2c3cnn(-c4ccc(C)c(C)c4)c3ncn2n1	2%	0%	5%	-8%	7%	5%	-2%	-1%	2.3%[0.369 µM]	0%	4%
CC(CN1CCN(C)CC1)OC(=O)c1ccc(Cl)cc1 (centres undefined)	-1%	-1%	-4%	3%	3%	2%	-1%	-1%	-4.8%	41%	4%
Cn1c(=O)c2c(nc(SCc3ccccn3)n2C)n(C)c1=O	3%	8%	9%	0%	?	2%	?	-3%	-0.3%	-2%	-3%
Cc1ccc(-n2nnc3c(=O)n(CC(=O)N4CCOCC4)cnc32)cc1	.	.	-5%	-1%	15%	4%	2%	-10%	-0.2%	-8%	-11%
CCOC(=O)C1=C(c2ccccc2)OC(N)=C(C#N)C1c1ccco1 (centres undefined)	0%	0%	2%	2%	-10%	-3%	-1%	-5%	-0.4%[57.5 µM]	3%	-4%
Cc1cccc(CSc2nnc(-c3ccco3)n2C)c1	0%	6%	-4%	0%	2%	6%	-5%	-2%	1.9%[0.369 µM]	-2%	2%
CC(C)CN(C(=O)COC(=O)CCN1C(=O)c2ccccc2C1=O)C1CCS(=O)(=O)C1 (centres undefined)	3%	3%	-8%	-14%	2%	7%	1%	5%	0.2%[57.5 µM]	-2%	-2%
CC1=NN(c2ccc(S(=O)(=O)O)cc2)C(=O)/C1=C\c1ccc(Cl)cc1	6%[9.22 µM]	-1%[11.5 µM]	0%[11.4 µM]	2%[11.4 µM]	13%[7.6 µM]	-13%[11.4 µM]	-8%[11 µM]	8%[11.4 µM]	-0.8%[9.22 µM]	-3%[11.4 µM]	-4%[9.17 µM]
O=C(C1CCC(CNc2c(N3CCCCC3)c(=O)c2=O)CC1)N1CCCCC1 (centres undefined)	.	-15%	1%	2%	1%	-12%	-1%[2.3 µM]	-1%	0.4%	0%	-3%
COc1nc(NCc2ccco2)nc(N2CCC(C)CC2)n1	1%	?	-2%	1%	16%	-3%	-2%	?	.	0%	4%
CC1(C)Cc2noc(N)c2C(C)(C)N1OC(=O)c1cccs1	14%	24%	3%	1%	-1%	0%	-1%	-1%	-1.0%	-2%	-4%
CCOC(=O)C1CCN(C(=O)c2cn(CCOC)c(=O)c3c2c2ccccc2n3C)CC1	1%	-16%	0%	2%	-5%	25µM*	4%	-3%	-1.2%	-4%	2%
Cn1cccc1C(=O)N1CCC[C@@]2(CCN(c3cccc(-c4ccccc4)c3)C2)C1	0%[9.22 µM]	-10%	-1%	-3%[11.4 µM]	-5%	-4%	?	-29%	-0.2%	16%	-4%
COc1ccc(-c2nc(CS(=O)CC(=O)NCCCN3CC(C)CC(C)C3)c(C)o2)cc1OC (centres undefined)	0%	4%	17%	-1%	8%	-7%	?	2%	-0.2%	-1%	-3%
COc1ccc(OC)c(N/C(C)=C/C(=O)c2ccc(C)o2)c1	?	-1%	3%	0%	5%	6%	-1%	3%	-1.3%	-4%	-2%
Cc1cc(C)n(C(C)n2nc(C)cc2C)n1	1%	-7%	1%	3%	-1%	-3%	-1%	13%	-0.3%[57.5 µM]	-3%	-5%
N#Cc1nc(-c2ccc(OCc3ccccc3)cc2)oc1NCc1cccnc1	-1%	?	103%	0%	?	0%	-23%	19%	-2.6%[0.369 µM]	-4%	2%
CO[C@@H]1CC[C@@]2(C)[C@@H](CC[C@@]3(C)[C@H]2CC=C2[C@H]4CC(C)(C)[C@H](O)[C@@H](OC(C)=O)[C@]4(CO)[C@H](O)C[C@]23C)[C@@]1(C)CO (tested in a mixture with another compound)	-3%[20.6 µM]	?	10%[25.6 µM]	-2%[25.5 µM]	?	9%[25.6 µM]	-3%[26 µM]	3%[25.6 µM]	1.0%[20.6 µM]	-6%[25.6 µM]	3%[20.5 µM]
CCN=C1SC(CC(=O)Nc2ccccc2OCC)C(=O)N1CC (centres undefined)	-2%	-20%	5%	0%	5%	11%	-2%	3%	-1.5%	-2%	-6%
c1ccc2nc3c(nc2c1)c1ccccc1n3CCN1CCOCC1	3%	-29%	13µM*	-7%	13µM*	-6%	11%	-28%	-0.7%	-18%	-2%
CC(=O)Nc1cccc2c1[n+]([O-])c(C)c(C)[n+]2[O-]	2%	10%	1%	2%	-2%	-3%	-1%	-5%	-2.1%[57.5 µM]	0%	3%
O=C(Oc1ccc2c(=O)c(Cl)coc2c1)c1ccncc1	1%	-8%	5%	2%	-10%	-16%	0%	-6%	.	5%	0%

By substructure, the entries above containing a carbonyl joined to an NH by a bond outside any ring.
SMILES	GFP derepression	ERK AVP inh	Tau filament bind	Luciferase inh	CRE-bla Fsk	HADH2 inhib	Hsp90 Hop PPI	ALOX15 inhib	HBB splice mod	Pol III holo inh	Ub-GFP proteasome
CCOC(=O)c1ccc(NC(=O)N2CC(C)OC(C)C2)cc1 (centres undefined)	2%	-10%	13%	1%	-4%	5%	0%	-5%	-2.5%	0%	-7%
CC1CCCC(NC(=O)CC2Nc3ccccc3NC2=O)C1C (centres undefined)	4%	6%	-10%	0%	?	9%	1%	-10%	-0.1%	-7%	-7%
CCOC(=O)c1cnc(SCC(=O)Nc2cc(OC)cc(OC)c2)nc1N	1%	-18%	5%	-1%	18%	11%	2%	-5%	.	0%	-4%
COc1ccc(-c2nc(CS(=O)CC(=O)NCCCN3CC(C)CC(C)C3)c(C)o2)cc1OC (centres undefined)	0%	4%	17%	-1%	8%	-7%	?	2%	-0.2%	-1%	-3%
CCN=C1SC(CC(=O)Nc2ccccc2OCC)C(=O)N1CC (centres undefined)	-2%	-20%	5%	0%	5%	11%	-2%	3%	-1.5%	-2%	-6%
CC(=O)Nc1cccc2c1[n+]([O-])c(C)c(C)[n+]2[O-]	2%	10%	1%	2%	-2%	-3%	-1%	-5%	-2.1%[57.5 µM]	0%	3%
